Bioassay records from PubChem BioAssay.
Cardiac RTF inh: cardiac RTF calcium sensitivity inhibitors, primary screen, biochemical, IANBD-TnC fluorescence, EC70 calcium; Troponin I, cardiac muscle (Homo sapiens) + Troponin T, cardiac muscle (Homo sapiens) + …; IANBD-labeled cardiac RTF, Ca2+ fluorescence; inhibition, % at 7.15 µM; 340,000 compounds, 0.12% hits; AID 493244, 2011;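 active = inhibition above the mean inhibition of all tested compounds plus 3 SD, cut at about 17% in these data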;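 also: assay run at fixed EC70 calcium of 1.6 mM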
CDK5 inh: inhibitors of human CDK5/p35 kinase, primary screen, biochemical, single concentration | Cyclin-dependent kinase 5 (Homo sapiens) + Cyclin-dependent kinase 5 activator 1 (Homo … | Recombinant CDK5/p35, ADP-Glo luminescence, 60 min | inhibition, % at 10 µM | 330,000 compounds, 0.01% hits | AID 488839, 2010;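 active = highest replicate inhibition of at least 50% and at least 75% of replicates reaching 50%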;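 also: plate controls were DMSO neutral control for no effect and GW8510 at 10 µM for full effect; many of its hits are not listed in these tables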
Rtt109 HAT inh: inhibitors of C. albicans Rtt109/Vps75 HAT, primary screen, biochemical, ThioGlo CoA-SH fluorescence, plate reader. purified Rtt109/Vps75, 4 h. Histone acetyltransferase RTT109 (Candida albicans (strain SC5314 / ATCC MYA-2876)), …. 330,000 compounds, 0.16% hits. inhibition, % at 34.9 µM. AID 540336, 2011;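 active = inhibition of at least 50% in every replicate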
Target sequence (Q5AAJ8 whole entry, looked up): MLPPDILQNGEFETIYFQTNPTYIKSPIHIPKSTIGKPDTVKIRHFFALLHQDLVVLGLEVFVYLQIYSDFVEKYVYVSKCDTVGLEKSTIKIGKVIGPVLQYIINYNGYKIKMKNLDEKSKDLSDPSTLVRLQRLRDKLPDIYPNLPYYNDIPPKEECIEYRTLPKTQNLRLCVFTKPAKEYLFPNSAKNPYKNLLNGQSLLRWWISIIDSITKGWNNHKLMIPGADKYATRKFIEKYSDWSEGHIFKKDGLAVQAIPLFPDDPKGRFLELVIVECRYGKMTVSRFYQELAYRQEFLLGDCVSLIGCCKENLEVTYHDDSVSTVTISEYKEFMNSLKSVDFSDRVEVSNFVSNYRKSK
NSD2 inh: NSD2 histone methyltransferase inhibitors, primary screen, biochemical, AlphaScreen, single concentration, set 2 | Histone-lysine N-methyltransferase NSD2 (Homo sapiens), O96028 | NSD2 peptide methylation, 120 min | inhibition, % at 12.5 µM | 310,000 compounds, 0.54% hits | AID 743445, 2014; in the data active = inhibition above about 50%
Keap1-Nrf2 PPI: Keap1-Nrf2 protein-protein interaction inhibitors, primary screen, biochemical, fluorescence polarization, single point; inhibition, % at 9.4 µM; 340,000 compounds, 0.15% hits; Keap1 Kelch-Nrf2 peptide fluorescence polarization, 1536-well; Kelch-like ECH-associated protein 1 (Homo sapiens), Q14145; in the data active = inhibition above about 12%;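 also: human Keap1 Kelch domain with fluorescein labeled Nrf2 9mer peptide probe; 0% = neutral control wells and 100% = peptide positive control; higher means more block of Keap1 binding to Nrf2 peptide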
PvdQ acylase: P. aeruginosa PvdQ acylase inhibitors, primary screen, biochemical, fluorescence, plate reader and imaging, single point; PvdQ acylase [Pseudomonas aeruginosa LESB58]; purified PvdQ acylase; inhibition, % at 10 µM; 340,000 compounds, 0.063% hits; in the data active = inhibition above about 30%, passing the limit was not always enough;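 also: 0% = vehicle neutral wells and 100% = reference inhibitor wells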
dFosB act: activators of delta FosB homodimer, primary screen, biochemical, fluorescence polarization, TAMRA-CDK5 oligo, single point. Protein FosB (Mus musculus), P13346. purified delta FosB; percent of positive-control signal above neutral wells. activation, % at 25 µM. 340,000 compounds, 0.99% hits. AID 493131, 2011;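 active = mean activation above about 17%, with every replicate also reaching it, limit read from the data, passing the limit was not always enough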;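 also: fluorescence polarization rise as delta FosB binds a TAMRA Cdk5 AP-1 oligo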
Target sequence (P13346 whole entry, looked up): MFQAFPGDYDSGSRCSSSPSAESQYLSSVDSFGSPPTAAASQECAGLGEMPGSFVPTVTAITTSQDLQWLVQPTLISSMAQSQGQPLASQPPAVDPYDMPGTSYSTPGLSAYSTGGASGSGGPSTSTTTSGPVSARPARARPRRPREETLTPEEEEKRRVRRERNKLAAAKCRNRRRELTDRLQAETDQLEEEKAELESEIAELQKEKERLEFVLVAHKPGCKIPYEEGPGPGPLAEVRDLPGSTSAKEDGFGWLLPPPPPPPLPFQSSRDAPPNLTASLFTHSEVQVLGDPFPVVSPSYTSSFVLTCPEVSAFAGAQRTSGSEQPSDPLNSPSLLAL
cardiac RTF act: cardiac RTF calcium sensitivity activators, primary screen, biochemical, IANBD-TnC fluorescence, EC20 calcium; Troponin I, cardiac muscle (Homo sapiens) + Troponin T, cardiac muscle (Homo sapiens) + …; IANBD-labeled TnC RTF fluorescence at EC20 calcium; 0% EC20 calcium, 100% full calcium; activation, % at 7.2 µM; 340,000 compounds, 0.24% hits;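 active = activation above the mean over all tested compounds plus 3 SD, cut at about 30% in these data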;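 also: rise in fluorescence read as greater calcium sensitivity of cardiac thin filaments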
C-LANA FP: inhibitors of KSHV C-LANA binding to DNA, primary screen, biochemical, fluorescence polarization, FAM-LBS DNA, MBP-C-LANA, single point; inhibition, % at 9 µM; 340,000 compounds, 0.078% hits; Kaposi's sarcoma herpesvirus LANA C-terminal domain (residues 932-1162) DNA binding;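 active = highest replicate inhibition at or above 60% at 9 µM, even if other replicates fall short; inactive = all replicates below 60% inhibition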;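 also: 0% = neutral control wells and 100% = 4 µM acridine orange control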
PfHsp90 set2: growth inhibition of PfHsp90-expressing yeast, primary screen, antimalarial PfHsp90 inhibitor project, S. cerevisiae, BacTiter-Glo luminescence, single point, set 2 | BacTiter-Glo ATP, 48 h; yeast lacking PDR1 and PDR3 efflux regulators | inhibition, % at 9.4 µM | 310,000 compounds, 0.32% hits | AID 504621, 2011;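 active = every replicate shows inhibition above about 80%, whatever the replicate mean, limit read from the data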;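 also: 0% = DMSO neutral controls and 100% = 20 µM radicicol positive controls; yeast relying on Plasmodium falciparum Hsp90 in place of its own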
SUMO Mot1 rescue: yeast Mot1-301 growth rescue at high temperature, primary screen, SUMOylation pathway inhibitor project, S. cerevisiae, ATP luminescence, 38.5C; 320,000 compounds, 1% hits; growth rescue, % at 18.8 µM; S. cerevisiae Mot1-301 growth rescue; percent above DMSO median, 100 means doubled; AID 2716, 2010;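 active = every valid replicate shows activation above 250% relative to neutral control wells; inactive = the rest, any valid replicate at or below 250%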;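 also: OY570 slx delta 5 strain wells were the positive control but not used for scaling; some compounds called inactive have numbers as strong as hits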
Active calls of the source: *; x = not tested or not shown.

Under each structure: Cardiac RTF inh	CDK5 inh	Rtt109 HAT inh	NSD2 inh	Keap1-Nrf2 PPI	PvdQ acylase	dFosB act	cardiac RTF act	C-LANA FP	PfHsp90 set2	SUMO Mot1 rescue
- CCC(=O)N1c2ccccc2C(N(C(C)=O)c2ccccc2)CC1C (stereo not given)
  -8	-1.6	3	x	1	1	-5	3	2.2	x	-15
- O=C1CN(S(=O)(=O)c2ccccc2)c2ccccc2N1
  0	0.9	-2	2	-1	1	0	2	-0.2	4	52
- COCCNC(=O)c1c[nH]c2ccc(S(=O)(=O)N3CCc4ccccc43)cc2c1=O
  -6	-3.1	-3	-5	1	-15	-17	-2	-1.4	x	-8
- COc1ccccc1/C=C1\S/C(=N/NC(=O)c2cccc(Br)c2)NC1=O
  -3	1.1	-2	8	-1	-10	-7	0	1.0	-25	-4
- Cc1cc(C)c(C#N)c(SCC(=O)N(C)C2CCCCC2)n1
  1	-1.8	7	-1	0	-3	-3	9	-1.2	x	-8
- CCN1CCCC1CNS(=O)(=O)c1ccc(C(=O)Nc2ccccc2)cc1 (stereo not given)
  1	-3.0	5	x	-10	-3	4	2	1.4	-15	-1
- CCOCCCn1cnc2c(c1=O)c1nc3ccccc3nc1n2-c1ccc(C)cc1
  0	-0.3	-2	0	2	5	-32	0	0.6	x	-11
- COc1ccc(C2CC(=O)Nc3ccccc3S2(=O)=O)cc1OC (stereo not given)
  2	-0.1	8	6	0	2	4	-7	2.5	-18	x
- CCOc1ccc(OCc2cccc(C(=O)N/N=C/c3cccnc3)c2)cc1
  8	0.8	1	8	2	-3	6	-24	0.6	-17	-2
- O=C1CC(N2CCN(S(=O)(=O)c3cccc(C(F)(F)F)c3)CC2)C(=O)N1Cc1ccccc1 (stereo not given)
  -3	3.3	-10	1	1	-12	-6	-1	-1.6	-11	-5
- CC1(C)CC(=O)C2=C(C1)NC1=C(C(=O)c3ccccc31)C2c1ccc(Cl)cc1 (stereo not given)
  -3	0.6	-3	2	3	-11	0	-10	3.2	-36	-2
- Cc1nc(NC(=O)/C=C/c2ccccc2)n[nH]1
  -8	-0.4	1	0	-6	-12	-1	5	-0.8	19	96
- CC(=O)NC(c1cc(Cl)c2cccnc2c1O)C(C)C (stereo not given)
  2	0.0	9	x	-2	3	2	5	-2.0	6	-15
- Cc1ccc2nc(N/C(=N/S(=O)(=O)c3cccs3)c3ccccc3Cl)sc2c1
  -7	2.2	20	3	-3	-16	-7	-2	0.9	-13	-4
- CCOc1ccc(C(C)C)cc1S(=O)(=O)N1CCOCC1
  5	-1.6	-2	-3	1	-13	-3	-4	0.5	18	-12
- CC(C)Cn1cnc2c1c(=O)n(CC(=O)N(C)C)c(=O)n2Cc1ccccc1
  -9	-1.4	3	2	-3	5	-10	11	-1.4	12	-4
- Cc1c(C(=O)N2CCCCC2)c(S(=O)(=O)N2c3ccccc3CC2C)c(C)n1C (stereo not given)
  0	2.3	7	-2	-5	-12	-5	0	1.7	4	-22
- Cc1ccc(CCCOC(=O)C[N+]2(C)CCOCC2)cc1
  -5	0.3	8	11	3	-8	3	2	0.6	5	213
- O=C(COC(=O)c1ccc(O)cc1)Nc1ccccc1[N+](=O)[O-]
  -5	1.2	-4	2	0	4	0	2	1.1	-2	-13
- COC(=O)c1onc(-c2c(OC)cc(OC)cc2OC)c1C(=O)OC
  -1	-1.4	6	x	-7	-10	-1	-5	-0.4	22	-6
- O=S(=O)(c1ccc2ccccc2c1)N1CCCCCC1
  -6	-0.1	-1	-21	2	-9	-11	-5	2.1	-5	5
- CCc1nc(C)ccc1OCC(=O)O
  -2	0.6	1	-1	-1	-5	7	-2	4.6	17	-15
- O=C1c2ccccc2C(=O)N1CCc1csc(NNc2nc(CCN3C(=O)c4ccccc4C3=O)cs2)n1
  -10	2.5	6	x	2	3	-7	2	-0.2	8	-5
- S=C(c1ccc(-c2ccc(Cl)cc2Cl)o1)N1CCCCC1
  -1	0.1	x	10	-2	-13	-2	-2	3.8	9	-11
- CCCN1CCN(CCCNC(=O)C2CCCN(c3nc4ccc(OCC)cc4s3)C2)CC1 (stereo not given)
  -9	-1.2	11	19	-4	-12	1	4	0.7	-9	-3
- Cc1nn2c(C(F)(F)F)cc(-c3ccc(Cl)cc3)nc2c1C(=O)N1CCOCC1
  -5	2.7	7	x	1	15	-14	0	0.3	2	51
- CCOC(=O)CN1c2ccccc2NC(=O)CC1C (stereo not given)
  -4	1.3	-4	x	-2	-7	-1	5	3.9	16	-12
- CCOC(=O)c1ccc(Nc2cnc3ccccc3n2)cc1
  12	-0.9	-1	-2	-2	-11	-2	2	-1.4	x	57
- O=C(NC1CC1)c1cc(-c2ccccn2)nc2ccccc12
  -5	1.8	-5	3	-3	-8	-7	1	-2.0	-17	40
- O=C1c2cccc(OCC(=O)N3CCCc4ccccc43)c2CCN1Cc1ccc(Br)cc1
  7	-0.4	7	26	-1	-14	1	-3	0.0	-37	2

Next part (6 carried over from the part before).
Under each structure: Cardiac RTF inh	CDK5 inh	Rtt109 HAT inh	NSD2 inh	Keap1-Nrf2 PPI	PvdQ acylase	dFosB act	cardiac RTF act	C-LANA FP	PfHsp90 set2	SUMO Mot1 rescue
- CCCN1CCN(CCCNC(=O)C2CCCN(c3nc4ccc(OCC)cc4s3)C2)CC1 (stereo not given)
  -9	-1.2	11	19	-4	-12	1	4	0.7	-9	-3
- Cc1nn2c(C(F)(F)F)cc(-c3ccc(Cl)cc3)nc2c1C(=O)N1CCOCC1
  -5	2.7	7	x	1	15	-14	0	0.3	2	51
- CCOC(=O)CN1c2ccccc2NC(=O)CC1C (stereo not given)
  -4	1.3	-4	x	-2	-7	-1	5	3.9	16	-12
- CCOC(=O)c1ccc(Nc2cnc3ccccc3n2)cc1
  12	-0.9	-1	-2	-2	-11	-2	2	-1.4	x	57
- O=C(NC1CC1)c1cc(-c2ccccn2)nc2ccccc12
  -5	1.8	-5	3	-3	-8	-7	1	-2.0	-17	40
- O=C1c2cccc(OCC(=O)N3CCCc4ccccc43)c2CCN1Cc1ccc(Br)cc1
  7	-0.4	7	26	-1	-14	1	-3	0.0	-37	2
- CCOC(=O)Cc1csc(NC(=S)NC(=O)c2ccc(C)cc2)n1
  -7	-0.4	4	0	-1	-4	-20	0	-0.2	15	6
- NC(=O)C1CCN(C(=O)c2cc(-c3ccc(Cl)s3)nc3ccccc23)CC1
  -2	-1.9	2	-3	3	-1	-11	-4	-0.6	10	33
- O=C1OCC2=C1C(c1ccc3c(c1)OCO3)Sc1ccccc1N2 (stereo not given)
  -9	0.6	-3	-11	-3	0	-5	0	0.0	-21	-13
- COc1ccc(Cc2nnc(Nc3ccc4c(c3)OCCO4)[nH]c2=O)cc1
  -3	-0.3	-5	-2	-5	-41	8	-1	-0.9	7	10
- CCN(CC)c1ccc(C=Nc2ccc(C#N)cc2)c(O)c1
  -2	-1.7	1	0	-4	2	-1	-5	-1.3	-2	-2
- CS(=O)(=O)N(Cc1ccccc1F)c1ccccc1
  4	-2.5	3	-4	4	5	5	-3	1.3	-9	56
- Cc1ccccc1C(=O)NNC(=O)C(=O)N1CCCCC1
  0	-2.2	-3	-1	-4	8	-1	-3	0.7	-15	128
- Cc1sc2ncn(CC(=O)NC3CCCCC3)c(=O)c2c1C
  3	-0.5	-22	-4	0	-2	-5	-3	-1.0	-16	-16
- CCOC(=O)c1cc(NC(=O)c2ccoc2C)cc(C(=O)OCC)c1
  -6	-1.2	-8	-1	0	-6	-29	2	0.5	3	-11
- O=C(CSc1nc2ccccc2[nH]1)N/N=C/C=C/c1ccccc1[N+](=O)[O-]
  -13	-0.6	15	3	2	22	1	-7	0.4	7	6
- CC(C)CC(c1nnnn1Cc1cccs1)N1CCN(c2nc3ccccc3s2)CC1 (stereo not given)
  -2	-2.5	-14	-8	-2	0	-4	-4	-1.3	33	43
- C=CCn1c(SCc2c(F)c(F)c(F)c(F)c2F)nc(O)cc1=O
  2	0.9	5	1	-7	-12	-3	-2	2.1	13	-13
- CCOC(=O)c1cc(-c2ccccc2)sc1NC(=O)C(C)OC(=O)c1cccnc1OCC (stereo not given)
  0	-4.9	-25	-6	-3	-1	-1	2	-1.1	16	-13
- O=C(C1CCN(c2nnc(N3CCCC3=O)s2)CC1)N1CCN(Cc2ccc3c(c2)OCO3)CC1
  -27	0.2	-2	6	0	3	5	0	-0.5	-10	x
- O=C(Nc1cccc(C(=O)N2CCCCC2)c1)c1ccc(Cl)cc1
  4	-2.3	2	-1	4	-3	-6	1	-1.0	1	-7

2 records picked at random from the list so far, as already listed:
Under each structure: Cardiac RTF inh	CDK5 inh	Rtt109 HAT inh	NSD2 inh	Keap1-Nrf2 PPI	PvdQ acylase	dFosB act	cardiac RTF act	C-LANA FP	PfHsp90 set2	SUMO Mot1 rescue
- S=C(c1ccc(-c2ccc(Cl)cc2Cl)o1)N1CCCCC1
  -1	0.1	x	10	-2	-13	-2	-2	3.8	9	-11
- Cc1ccc(CCCOC(=O)C[N+]2(C)CCOCC2)cc1
  -5	0.3	8	11	3	-8	3	2	0.6	5	213

(further entries)
Under each structure: Cardiac RTF inh	CDK5 inh	Rtt109 HAT inh	NSD2 inh	Keap1-Nrf2 PPI	PvdQ acylase	dFosB act	cardiac RTF act	C-LANA FP	PfHsp90 set2	SUMO Mot1 rescue
- CCNc1nc(SCC(=O)Nc2ccc(Cl)c(Cl)c2)nc(N(C)C)n1
  -10	-1.1	2	1	3	-8	-3	6	0.8	x	3
- CN(C(=O)CSc1nc2ccccc2o1)C1CCS(=O)(=O)C1 (stereo not given)
  0	0.4	0	0	-2	-3	-6	-4	0.5	-2	3
- Cc1ccc(-n2ncc3c(SCC(N)=O)ncnc32)cc1C
  -1	-0.4	1	-2	-1	-1	-5	1	-0.8	-21	x
- CC(C)c1ccc2oc(-c3ccc(N)cc3)nc2c1
  -10	1.2	1	x	-3	-18	-3	0	1.0	x	53
